PKA-R2B act – activators of PKA-R2B holoenzyme, primary screen, biochemical, fluorescence polarization, Cy5-IP20, human. cAMP-dependent protein kinase catalytic subunit beta (Homo sapiens) + cAMP-dependent …. activation, % at 11.4 µM. 0.079% of 340,000 active. PKA-R2B holoenzyme dissociation; R2B truncated from residue 108, S112A mutant; 0% DMSO only, 100% 113 µM cGMP;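 active means activation above a cutoff set at the mean over all compounds plus 3 SD, cut at about 18% in these data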;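 further: higher means more holoenzyme dissociation and a rise in polarization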
Target sequence (P31323 whole entry, looked up, other chains not shown, the tested form may be a part): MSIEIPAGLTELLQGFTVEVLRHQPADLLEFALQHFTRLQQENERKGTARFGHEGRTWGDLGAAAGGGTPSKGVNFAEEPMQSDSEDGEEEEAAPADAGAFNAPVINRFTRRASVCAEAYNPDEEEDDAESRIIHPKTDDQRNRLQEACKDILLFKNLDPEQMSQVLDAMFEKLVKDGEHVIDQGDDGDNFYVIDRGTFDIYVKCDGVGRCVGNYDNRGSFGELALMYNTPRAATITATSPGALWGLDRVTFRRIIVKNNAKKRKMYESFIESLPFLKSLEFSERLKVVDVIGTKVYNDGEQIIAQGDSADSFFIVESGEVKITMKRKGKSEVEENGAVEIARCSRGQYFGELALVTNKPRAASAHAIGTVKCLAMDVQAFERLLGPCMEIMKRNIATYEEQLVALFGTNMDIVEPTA
DAGLB inhibitor – DAGLB lipase inhibitors, primary screen, biochemical, fluorescence, HTS; Diacylglycerol lipase-beta (Homo sapiens), Q8NCG7; HEK293T DAGLB membrane lysate, EnzChek fluorogenic substrate; inhibition, % at 5.17 µM; 0.059% of 340,000 active; AID 504411, 2011; in the data active means inhibition above about 34%;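 further: 0% = enzyme with vehicle and 100% = wells lacking enzyme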
Target sequence (Q8NCG7 whole entry, looked up): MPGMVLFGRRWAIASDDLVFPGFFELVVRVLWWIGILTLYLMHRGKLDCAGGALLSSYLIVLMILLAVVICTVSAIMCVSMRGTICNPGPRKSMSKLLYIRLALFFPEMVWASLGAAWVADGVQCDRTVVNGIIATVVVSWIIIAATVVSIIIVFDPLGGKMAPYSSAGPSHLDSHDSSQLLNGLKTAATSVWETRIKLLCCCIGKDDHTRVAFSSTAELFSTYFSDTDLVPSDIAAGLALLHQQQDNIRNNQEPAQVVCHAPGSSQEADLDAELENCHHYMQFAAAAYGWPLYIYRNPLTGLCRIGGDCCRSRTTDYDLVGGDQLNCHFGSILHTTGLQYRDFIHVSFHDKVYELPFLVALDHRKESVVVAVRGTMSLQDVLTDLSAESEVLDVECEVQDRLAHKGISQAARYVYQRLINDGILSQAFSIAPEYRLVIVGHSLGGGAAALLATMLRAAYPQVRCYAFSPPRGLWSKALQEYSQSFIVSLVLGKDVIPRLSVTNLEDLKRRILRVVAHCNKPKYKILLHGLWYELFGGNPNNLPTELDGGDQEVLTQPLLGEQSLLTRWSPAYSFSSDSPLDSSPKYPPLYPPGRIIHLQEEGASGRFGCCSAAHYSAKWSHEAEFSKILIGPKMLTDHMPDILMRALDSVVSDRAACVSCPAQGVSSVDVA
NSD2 HMT inh – NSD2 histone methyltransferase inhibitors, primary screen, biochemical, AlphaScreen, single concentration, set 2 | inhibition, % at 12.5 µM | 0.54% of 310,000 active | NSD2 peptide methylation, 120 min; in the data active means inhibition above about 50%
RTF Ca sens inh – cardiac RTF calcium sensitivity inhibitors, primary screen, biochemical, IANBD-TnC fluorescence, EC70 calcium | Troponin I, cardiac muscle (Homo sapiens) + Troponin T, cardiac muscle (Homo sapiens) + … | IANBD-labeled cardiac RTF, Ca2+ fluorescence | inhibition, % at 7.15 µM | 0.12% of 340,000 active | AID 493244, 2011;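 active means inhibition above the mean inhibition of all tested compounds plus 3 SD, cut at about 17% in these data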;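 further: assay run at fixed EC70 calcium of 1.6 mM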
PvdQ acylase – P. aeruginosa PvdQ acylase inhibitors, primary screen, biochemical, fluorescence, plate reader and imaging, single point; purified PvdQ acylase; inhibition, % at 10 µM; 0.063% of 340,000 active; AID 488965, 2010; in the data active means inhibition above about 30%, passing the limit was not always enough;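 further: 0% = vehicle neutral wells and 100% = reference inhibitor wells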
Arrestin-AP2 inh – inhibitors of beta-arrestin/AP2 binding, primary screen, biochemical, GPCR trafficking, flow cytometry. FITC-arrestin peptide / GST-AP2 beads; AP2 beta2 appendage carries R879A mutation. inhibition, % at 10 µM. 0.31% of 340,000 active. AID 504490, 2011;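 active means inhibition above a set limit, near 3 SD of compounds lacking own fluorescence, cut at about 54% in these data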;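 further: plate controls were DMSO wells for no effect and 5 µM unlabelled arrestin peptide for full effect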
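system = GST-tagged AP2 beta2-adaptin appendage (R879A) on 4 µm glutathione beads | reagent = FITC-labelled arrestin peptide probe, 50 nM final | schedule = compound with beads 12 min RT, then probe 1 h RT | signal = HyperCyt-sampled flow cytometry, FL1 channel, ex 488/em 535 nm | read-out = percent response from loss of bead-bound FITC fluorescence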
C-LANA FP – inhibitors of KSHV C-LANA binding to DNA, primary screen, biochemical, fluorescence polarization, FAM-LBS DNA, MBP-C-LANA, single point. Kaposi's sarcoma herpesvirus LANA C-terminal domain (residues 932-1162) DNA binding. inhibition, % at 9 µM. 0.078% of 340,000 active;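 active means highest replicate inhibition at or above 60% at 9 µM, even if other replicates fall short; inactive means all replicates below 60% inhibition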;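 further: 0% = neutral control wells and 100% = 4 µM acridine orange control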
SR-BI DiI inh – inhibitors of SR-BI mediated HDL lipid uptake, primary screen, ldlA[mSR-BI] cells, fluorescence, single point. Scavenger receptor class B member 1 (Mus musculus), Q61009. ldlA[mSR-BI] CHO cells, DiI-HDL uptake fluorescence, 3 h. 0.96% of 320,000 active. inhibition, % at 12.5 µM;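 active means mean replicate inhibition of at least 70% and a set share of replicates each scoring 70 or more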;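 further: 0% = median of neutral control wells and 100% = median of positive control wells; values of inactives mirror those of a sister screen read the other way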
Keap1 Nrf2 FP – Keap1-Nrf2 protein-protein interaction inhibitors, primary screen, biochemical, fluorescence polarization, single point | Kelch-like ECH-associated protein 1 (Homo sapiens), Q14145 | inhibition, % at 9.4 µM | Keap1 Kelch-Nrf2 peptide fluorescence polarization, 1536-well | 0.15% of 340,000 active; in the data active means inhibition above about 12%;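 further: human Keap1 Kelch domain with fluorescein labeled Nrf2 9mer peptide probe; 0% = neutral control wells and 100% = peptide positive control; higher means more block of Keap1 binding to Nrf2 peptide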
SR-BI uptake up – activators of SR-BI mediated DiI-HDL uptake, primary screen, ldlA[mSR-BI] CHO cells, DiI fluorescence; 3 h; 100 = double the neutral-control signal; activation, % at 12.5 µM; 0.096% of 320,000 active;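 active means mean replicate activation of at least 60% and every replicate at or above 60%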;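 further: 0% = median plate neutral-control signal and 100% = twice that signal; values of inactives mirror those of a sister screen read the other way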
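Material – SR-BI-overexpressing, LDLR-lacking CHO cells · Medium – BSA-supplemented, HEPES-buffered Ham's F12, pH 7.4 · Doses – single concentration · Times – compound with DiI-HDL co-incubation, 3 h at 37 °C · Measured by – bottom-read fluorescence, 550/595 nm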
* hit, by the source's call; . = not tested or not shown. Compounds as they come (roughly 2.1% active in at least one column).

SMILES | PKA-R2B act | DAGLB inhibitor | NSD2 HMT inh | RTF Ca sens inh | PvdQ acylase | Arrestin-AP2 inh | C-LANA FP | SR-BI DiI inh | Keap1 Nrf2 FP | SR-BI uptake up
COc1ccccc1-c1nc(S(=O)(=O)c2ccc(Cl)cc2)c(N(C)C)o1 | -4 | -2 | -1 | -2 | -10 | -7 | -0.5 | -16 | -28 | 16
COc1ccccc1OCc1ccc(C(=O)NC(C)(C)C)o1 | -4 | -2 | 0 | 4 | -14 | 0 | 2.0 | 20 | 1 | -20
Cc1nnc(SCc2ccc(F)cc2)n1NC/C=C/c1ccccc1 | -7 | -3 | -1 | -1 | -1 | 2 | -0.8 | 0 | 4 | 0
Cc1nn(-c2ccccc2)c(N)c1Sc1ccccc1[N+](=O)[O-] | -10 | 2 | 6 | -8 | 29 | 7 | 0.9 | 39 | -6 | -39
COCCn1c(Cc2cccn2C)nnc1SCC(=O)Nc1nccs1 | 4 | -2 | 2 | -6 | -12 | -1 | 0.6 | -1 | -3 | 1
O=C(Nc1nc2cc3c(cc2s1)OCCO3)c1ccncc1 | -16 | -4 | -1 | -18 | -10 | -1 | 0.7 | 30 | -6 | -30
CN(Cc1ccccc1)Cc1nc2c(c(=O)n(C)c(=O)n2C)n1CCCc1ccccc1 | -3 | -1 | 5 | -5 | 4 | 7 | 0.5 | 32 | 0 | -32
COc1cccc(OC)c1C(=O)N1CCN(Cc2ccccc2C(F)(F)F)CC1 | -15 | -3 | -1 | 8 | -16 | -4 | -3.4 | 5 | 3 | -5
CN(C)S(=O)(=O)c1ccc(NC(=O)CN2C(=O)NC3(CCCC3)C2=O)cc1 | -2 | 3 | 4 | 1 | -8 | 5 | -0.7 | . | 1 | .
Cc1cc(NC(=O)C23CC4CC(C2)CC(n2cnc([N+](=O)[O-])n2)(C4)C3)no1 | -2 | -1 | -1 | 0 | 3 | 31 | 0.0 | -5 | 2 | 5
CCOc1ccc(OCCC(=O)OCC(=O)Nc2ccc3c(c2)OCCO3)cc1 | 1 | -3 | 1 | 0 | -4 | -5 | -0.3 | -11 | 0 | 11
CSCCC(NS(=O)(=O)/C=C/c1ccccc1)C(=O)NCCc1ccc(S(N)(=O)=O)cc1 (stereo not drawn) | -2 | 3 | 1 | 4 | 17 | -13 | 2.1 | 2 | -5 | -2
O=S(=O)(c1cc(F)ccc1F)N1CCC2(CC1)OCCN2S(=O)(=O)c1ccccc1 | -5 | -2 | -10 | 3 | 8 | 7 | -0.1 | -7 | -1 | 7
CCc1ccc2nc3sc(C(=O)O)cc3cc2c1 | -1 | 0 | -5 | 0 | 1 | 24 | -0.3 | -37 | 3 | 37
O=c1c2cn[nH]c2[nH]c(=S)n1-c1cccc2ccccc12 | 7 | -1 | 0 | -16 | 6 | 10 | -0.8 | 0 | -1 | 0
COc1ccc(C2=NCN(c3ccc(C)cc3)C(=S)N2)cc1 | -8 | -2 | -3 | 0 | -10 | 80* | -1.8 | 11 | 1 | -11
CCOC(=O)CSc1[nH]c(=O)cc(C)c1C#N | -5 | -1 | -4 | -4 | 8 | -4 | -0.6 | -30 | -5 | 30
O=C(c1cc2c(s1)-c1ccccc1OC2)N1CCN(c2ccccn2)CC1 | -4 | -2 | . | 3 | -8 | 0 | 0.1 | 12 | -4 | -12
O=C(CSc1nnc(-c2ccc(S(=O)(=O)N3CCCC3)cc2)o1)NCC1CCCO1 (stereo not drawn) | -7 | -3 | 0 | -3 | 12 | 26 | -1.1 | -6 | -5 | 6
Cc1cccc(N(C(=O)c2snc(C(N)=O)c2N)C(C)C(=O)NCC2CCCO2)c1 (stereo not drawn) | -11 | 2 | -3 | 3 | 9 | 3 | -0.5 | 64 | -4 | -64
N#Cc1ccccc1OCC(=O)NC1CCCCC1 | -10 | -1 | -1 | 6 | 1 | 3 | 0.9 | 7 | 1 | -7
O=C1CC(c2ccco2)CC(O)=C1C=NCCN1CCN(C(=O)Nc2ccc(Cl)cc2)CC1 (stereo not drawn) | -3 | -1 | -3 | -2 | 1 | 34 | -0.9 | 0 | 0 | 0
CC(C)=CCCC1=CCC2C(=O)NNC(=O)C2C1 (stereo not drawn) | -3 | 0 | 3 | -5 | -15 | 3 | 1.1 | 0 | -3 | 13
N#Cc1cc(N2CCOCC2)nc2ccccc12 | -2 | -2 | -12 | -2 | 24 | 2 | -1.0 | -8 | -6 | 8
O=C(Nc1ccc(OCC(=O)N2CCOCC2)cc1)c1cncc(Br)c1 | -1 | 0 | 2 | -5 | -4 | -1 | -2.0 | -5 | -3 | 5
CCN(CC)S(=O)(=O)c1ccc(S(=O)(=O)NCC2CCCO2)cc1 (stereo not drawn) | -5 | -2 | 0 | 9 | 2 | 5 | 0.4 | -28 | -3 | 28
Cn1cccc1C(=O)NC(=O)COC(=O)CNC(=O)c1ccc(Cl)cc1Cl | -13 | -1 | -1 | -8 | -18 | -7 | 0.4 | -17 | 3 | 17
CCOC(=O)C1CCCN(C(=O)c2ccc(Cl)c(S(=O)(=O)N3CCc4ccccc43)c2)C1 (stereo not drawn) | -12 | 0 | -1 | -5 | -9 | -2 | 3.3 | 32 | -1 | -32
Cc1nn(Cc2c(F)cccc2Cl)c(C)c1NC(=O)C1CC1 | -5 | 2 | -2 | 6 | -5 | -5 | 0.9 | -8 | -7 | 8
C=CC[C@H](CC(=O)N[C@H](CO)Cc1ccccc1)C(=O)N[C@H](COC(=O)[C@@H](CC=C)CC(=O)OC(C)(C)C)Cc1c[nH]c2ccccc12 | 5 | 16 | . | 0 | -15 | 0 | 0.9 | -11 | -6 | 11
CC(C)C(=O)Nc1ccccc1C(=O)OCC(=O)c1ccc2c(c1)OCCO2 | -8 | -9 | -4 | 11 | -8 | -14 | 0.6 | 17 | 3 | -17
CCOc1ccccc1CN1CCC(n2nccc2NC(=O)CCc2ccccc2)CC1 | -11 | 0 | 0 | -3 | -16 | 3 | -1.7 | 9 | -2 | -9
CC1CCCCC1NC(=O)COC(=O)c1ccc2c(c1Cl)C(=O)c1ccccc1C2=O (stereo not drawn) | -10 | 0 | 2 | 4 | -6 | -6 | -0.2 | 19 | -1 | -19
C/C(=N/NC(=O)c1cnccn1)c1cccs1 | 0 | -2 | -3 | -8 | 9 | -15 | -0.5 | -7 | 7 | 7
O=C(c1cccnc1Cl)N(Cc1ccccc1)Cc1ccccc1 | 0 | -2 | . | -4 | -5 | 5 | 0.6 | -4 | 0 | 4
COc1cc(CNc2nc3c(C)cc(C)cc3s2)ccc1O | 0 | 0 | . | 2 | -5 | 8 | 0.9 | 13 | 0 | -13
COc1cc(OC)c(C=O)c(OC(=O)N2CCOCC2)c1 | -8 | -3 | 0 | 8 | -1 | 32 | 0.8 | -25 | -1 | 25
CC1CCN(S(=O)(=O)N2CCC(C(=O)O)CC2)CC1 | 0 | 0 | -1 | 9 | 2 | 56* | 0.0 | -13 | 1 | 13
Cc1ccc(NC(=O)/C(=C\c2ccccc2)NC(=O)/C=C/c2ccccc2)cc1 | -6 | -2 | -1 | -1 | -8 | -5 | -1.0 | -3 | -1 | 3
COc1ccc(C(=O)/C=C2/C(=O)Nc3ccccc32)cc1 | 8 | 2 | -4 | -6 | -5 | 5 | 2.2 | 7 | -10 | -7

Printed as active in Arrestin-AP2 inh, of those listed so far:
SMILES | PKA-R2B act | DAGLB inhibitor | NSD2 HMT inh | RTF Ca sens inh | PvdQ acylase | Arrestin-AP2 inh | C-LANA FP | SR-BI DiI inh | Keap1 Nrf2 FP | SR-BI uptake up
COc1ccc(C2=NCN(c3ccc(C)cc3)C(=S)N2)cc1 | -8 | -2 | -3 | 0 | -10 | 80* | -1.8 | 11 | 1 | -11
CC1CCN(S(=O)(=O)N2CCC(C(=O)O)CC2)CC1 | 0 | 0 | -1 | 9 | 2 | 56* | 0.0 | -13 | 1 | 13

More compounds.
SMILES | PKA-R2B act | DAGLB inhibitor | NSD2 HMT inh | RTF Ca sens inh | PvdQ acylase | Arrestin-AP2 inh | C-LANA FP | SR-BI DiI inh | Keap1 Nrf2 FP | SR-BI uptake up
COc1ccccc1C(=O)N1CCN(c2cccc(Cl)c2)CC1 | -6 | -1 | 2 | -10 | -8 | 4 | 0.5 | -41 | -2 | 41
O=C(CSc1ccc(-c2cccnc2)nn1)N1CCCCCC1 | -4 | -1 | 3 | -9 | -12 | -6 | -2.3 | . | -1 | .
Cc1cc(NC(=O)Nc2cccc(C)c2C)no1 | -4 | 0 | 1 | -3 | 16 | 25 | 1.1 | -1 | 6 | 1
COC(=O)c1sccc1NC(=O)CC1C(=O)NCCN1C(=O)Nc1ccc(C(F)(F)F)cc1 (stereo not drawn) | 7 | -2 | -3 | -1 | -9 | -16 | 0.0 | 9 | 4 | -9
CCN(C(=O)COC(=O)Cn1cnc2c1c(=O)n(C)c(=O)n2C)C1CCS(=O)(=O)C1 (stereo not drawn) | -17 | -2 | -1 | 0 | 20 | 5 | 1.3 | -38 | 1 | 38
CC1CCN(C(=O)Cn2cc(C(=O)c3ccco3)c3ccccc32)CC1 | 4 | -1 | 1 | 10 | -9 | 8 | -1.2 | 6 | -4 | -6
O=C(NC1CCCCC1)C1CCCN1C(=O)NCc1ccccc1 (stereo not drawn) | 5 | 2 | 3 | -8 | -15 | 34 | -1.0 | -10 | 0 | 10
Cc1ccc(NC(=O)CS(=O)CC(=O)N(C(C)C(=O)NC2CCCCC2)C(C)(C)C)cc1 (stereo not drawn) | -3 | -2 | -7 | -8 | 16 | 21 | -0.1 | 8 | -1 | -8
Cn1c(C(=O)NCC2CCCO2)cc2oc3ccccc3c21 (stereo not drawn) | -2 | -3 | 13 | -5 | -7 | 2 | -0.5 | 21 | -1 | -21
N#CC1=C(c2ccccc2)/C(=C/c2ccccc2)OC1=O | 3 | 11 | 2 | 6 | 10 | 9 | 0.8 | -3 | 0 | 3

Source: PubChem
